# Compound activity from PubChem BioAssay.
# aSyn rescue – rescues yeast growth from alpha-synuclein toxicity. 370,000 compounds, 0.14% hits. AID 652106. Yeast expressing alpha-synuclein, growth rescue, BacTiter-Glo, 24 h. Potency, µM (doses to about 46.1 µM), for inactives: top-dose growth rescue (activation), most hits filed as activators; note: potency is the fitted concentration of half-maximal effect; % of control where 0% means no effect; nearly all actives have a fitted effect of over 65% in size
#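 Galactose-induced alpha-syn yeast (OD600=0.02, raffinose-pregrown) + pinned cpd, 24 hr, 30 deg C; growth by BacTiter-Glo luminescence. Growth restoration scores as activation.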
# TDP43 rescue – inhibitors of TDP-43 toxicity in yeast | TDP-43 expressing yeast growth rescue, BacTiter-Glo, 24 h | Potency, µM (highest dose often 46.1 µM), for inactives: at the highest dose growth rescue (activation), actives largely listed as activators | 410,000 compounds, 1.8% hits | AID 652104; note: potency is the fitted concentration of half-maximal effect; % of control where 0% means no effect; nearly all actives have a fitted effect of over 50% in size
#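 In this qHTS, compounds that restore growth of yeast expressing TDP-43 appear as activators. Cells (OD600=0.02, galactose medium, raffinose-pregrown) are incubated with compound 24 hr at 30 deg C and growth is quantified by BacTiter-Glo.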
# GLP1R inv ag – acts as inverse agonist at human GLP-1 receptor; P43220; HEK293 GLP-1R CRE-luciferase, luminescence, 24 h; GLP-1R form is constitutively active; Potency, µM (titrated, usually from 38.3 µM), inactives show top-dose activity change, negative = inhibition, most hits filed as inhibitors; 410,000 compounds, 1.6% hits; AID 624417; note: potency is the fitted concentration of half-maximal effect; % is set by controls: 0 for no effect and ±100 for the full control effect; nearly all actives have a fitted effect of over 55% in size
#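 Cells are plated, allowed 12 hours at 37 deg C, then treated with compounds for 24 hr before luciferase detection reagent is added and luminescence is read after 12 min at room temperature. The HEK293 line carries constitutively active GLP-1R with a cAMP-responsive reporter.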
# KB-V1 MDR tox – KB-V1 MDR subline cytotoxicity. KB-V1 MDR cells viability, CellTiter-Glo, 72 h. Potency, µM (series often up to 46.1 µM), inactives show top-dose activity change, negative = cytotoxicity, most hits filed as cytotoxic. 400,000 compounds, 3.4% hits. AID 1347076; note: potency is the fitted concentration of half-maximal effect; % is set by controls: 0 for no effect and ±100 for the full control effect; nearly all actives have a fitted effect of over 60% in size
#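 In this primary screen, KB-V1 cells overexpressing P-gp are incubated with library compounds (lowest to highest concentration) for 72 h at 37 degrees C before a luminescent ATP viability read.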
# PTHR1 agonist – activates the human parathyroid hormone receptor PTHR1; 410,000 compounds, 0.075% hits; HEK293 GP2 PTHR1 cells, GloSensor cAMP luminescence, 1 h; Potency, µM (highest dose often 115 µM), for inactives: top-dose activation, usual class: activators; note: potency is the fitted concentration of half-maximal effect; nearly all actives have a fitted effect of over 55% in size; some results filed as inactive show a strong effect at the top dose; inactives centre near -15; many of its hits are not listed in these tables
# Target sequence (Q03431 whole entry, looked up): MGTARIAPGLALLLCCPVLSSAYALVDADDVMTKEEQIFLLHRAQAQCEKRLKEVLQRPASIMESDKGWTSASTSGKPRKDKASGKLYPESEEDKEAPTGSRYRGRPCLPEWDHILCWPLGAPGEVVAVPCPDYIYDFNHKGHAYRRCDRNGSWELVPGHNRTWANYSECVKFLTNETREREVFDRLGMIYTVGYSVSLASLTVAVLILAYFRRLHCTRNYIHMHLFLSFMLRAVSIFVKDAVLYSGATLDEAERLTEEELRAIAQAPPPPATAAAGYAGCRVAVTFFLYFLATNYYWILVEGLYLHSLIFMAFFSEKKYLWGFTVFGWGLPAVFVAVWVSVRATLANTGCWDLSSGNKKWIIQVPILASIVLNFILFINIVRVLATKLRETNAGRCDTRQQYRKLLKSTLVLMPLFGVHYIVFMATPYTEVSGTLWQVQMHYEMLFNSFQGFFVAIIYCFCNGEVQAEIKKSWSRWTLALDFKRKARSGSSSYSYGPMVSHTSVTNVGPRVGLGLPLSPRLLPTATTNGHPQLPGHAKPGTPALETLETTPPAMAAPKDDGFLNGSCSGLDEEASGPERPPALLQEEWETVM
#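 HEK-293-derived GP2 cells expressing PTHR1 and a GloSensor cAMP reporter, 3,000/well, plated overnight, given luciferin plus IBMX (each 0.5 mM as added) for 1 h at 37 °C, then compound for 1 h at 37 °C. Luminescence was read after 15 min at room temperature.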
# GLP1R ag – agonists of human GLP-1 receptor; Potency, µM (highest dose often 45.6 µM), for the others: at the highest dose activation, actives largely listed as activators; P43220; 380,000 compounds, 0.007% hits; HEK293 GLP-1R CRE-luciferase, luminescence, 4-6 h; cells express a hypersensitive GLP-1R form; note: potency is the fitted concentration of half-maximal effect; % of control where 0% means no effect
# GLP1R cytotox – cytotoxicity in counter-screen for GLP-1R inverse agonists | HEK293 cAMP-luciferase reporter cells, luminescence, 24 h | Potency, µM (top dose mostly 38.3 µM), for the others: top-dose activity change, negative = inhibition, most hits filed as inhibitors | 410,000 compounds, 0.13% hits;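 note: loss of luciferase light is scored as toxicity; potency is the fitted concentration of half-maximal effect; % is set by controls: 0 for no effect and ±100 for the full control effect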
#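 Luminescence readout: signal drop marks cytotoxicity. Plated cells grew 12 h at 37 °C, 5% CO2, received 23 nL compound for 24 h, then got luciferase reagent, read after 12 min at RT.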
# DRD3 agonist – activates the human D3 dopamine receptor; D3R DiscoveRx beta-arrestin cells, luminescence, 90 min; P35462; max activation, %; 410,000 compounds, 0.58% hits; AID 652048; in the data active = max activation above about 30%; note: 0% is about no effect; mostly tested at two doses, the higher about 12 µM
# Target sequence (P35462 whole entry, looked up): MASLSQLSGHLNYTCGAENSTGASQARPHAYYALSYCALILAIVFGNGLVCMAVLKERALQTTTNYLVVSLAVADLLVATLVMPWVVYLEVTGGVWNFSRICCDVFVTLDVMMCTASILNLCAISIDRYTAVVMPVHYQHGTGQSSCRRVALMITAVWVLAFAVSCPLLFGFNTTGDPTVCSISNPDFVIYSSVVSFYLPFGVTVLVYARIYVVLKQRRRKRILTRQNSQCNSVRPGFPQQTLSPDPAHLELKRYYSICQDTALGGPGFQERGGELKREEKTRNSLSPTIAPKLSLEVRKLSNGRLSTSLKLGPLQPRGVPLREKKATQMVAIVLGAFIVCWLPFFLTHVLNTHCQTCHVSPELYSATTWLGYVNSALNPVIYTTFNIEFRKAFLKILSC
#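 Agonist mode: compounds and dopamine controls were applied to plated cells for 90 min at 37 degrees C after an overnight attachment at 1500 cells/well. Luminescent read-out followed 30 - 60 minutes at room temperature with DiscoveRx detection reagent.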
# DRD3 antagonist – antagonists of human D3 dopamine receptor; P35462; D3R cells, DiscoveRx beta-arrestin luminescence, antagonist mode; stronger effect = lower value; max response, negative = inhibition, %; 360,000 compounds, 2.5% hits; AID 652054; in the data active = max response below about -50%; inconclusive = no clear call, values can overlap the other calls; note: % is set by controls: 0 for no effect and ±100 for the full control effect; mostly tested at two doses, the higher about 12 µM
#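 Cells plated overnight at 1500 cells/well, then exposed to library compounds with dopamine controls for 90 minutes at 37 degrees C. DiscoveRx reagent added for 30–60 minutes at room temperature; luminescence read, quantitative HTS format.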
# * hit, by the source's call; i = inactive; ? = inconclusive; nt = no result given; [ ] = another dose, or the depositor's remark. Unless noted, calls come from the whole dose curve; as a rule, active = well fitted curve in the direction sought with a large enough effect; inconclusive = small, poorly fitted or top-dose-only effect, or another doubt; inactive = no such curve, though single readings can be large; an effect the other way counts as inactive or inconclusive.
# Sequence of screens – aSyn rescue	TDP43 rescue	GLP1R inv ag	KB-V1 MDR tox	PTHR1 agonist	GLP1R ag	GLP1R cytotox	DRD3 agonist	DRD3 antagonist
COc1ccc(CN(C)C(=S)Nc2ccc(OC(F)F)cc2)cc1
 : -9.2%	-20.9%[0.397 µM]	?	4.0%	-14.7%	6.6%	-1.8%	-16.6	-3.8
O=C1Nc2ccc(S(=O)(=O)N3CCCC3)c3cccc1c23
 : -7.8%	-16.5%	45.3%[activator]	?	-2.7%	8.6%	40.5%[activator]	2.3	-5.9
O=C1C=C(Nc2ccc(O)cc2)CC(c2ccco2)C1 (stereo not given)
 : -4.8%	7.0%	7.2%	-13.9%	i	1.6%	-16.3%	-4.3	0.0
CC(=O)N1C(=O)C2(C(C#N)=C(N)Oc3c2c(C)nn3-c2ccccc2)c2ccccc21 (stereo not given)
 : 4.1%	1.7%	?	10.5%	-16.2%[57.5 µM]	-18.2%	-24.1%	3.1	?
Cc1cccnc1NC(=O)C1CCC1
 : 1.5%	11.5%	8.7%	?	i	-6.3%	-1.3%	3.4	-0.8
CCN(CC)c1ccc2cc(C(N)=O)c(=N)oc2c1
 : 2.8%	18.9%	68.9%[activator]	?	i	17.0%	4.0%	-1.9	-0.3
Cc1ccc(-n2cc(C(=O)c3ccc(F)cc3)nn2)cc1Cl
 : -0.4%	-11.0%	0.2%	-6.2%	-50.4%[inhibitor][57.5 µM]	3.9%	3.3%	-4.2	0.0
Cc1nc2cc(NS(=O)(=O)c3ccc(Br)cc3)ccc2n1C
 : -2.7%	-13.3%[1.82 µM]	?	-1.3%	-22.6%	18.2%	4.1%	2.3	-3.5
CN(C#N)c1nccc(-c2cccs2)n1
 : 2.1%	1.0%	17.6%	-0.6%	-3.6%	6.8%	-4.2%	1.6	3.4
CCCCOc1ccc(C(=O)Nc2ccc(C)cc2[N+](=O)[O-])cc1
 : 5.8%	24.8%	26.3%	?	-19.6%	17.3%	5.9%	1.7	8.0
Cc1cc(=O)[nH]c(SCC(=O)Nc2ccc(S(=O)(=O)N3CCOCC3)cc2)n1
 : -7.7%	-15.4%	-1.1%	21.3%	i	-11.1%	2.0%	-6.7	-22.3
CN(C(=O)/C=C/c1ccc(F)cc1)C1CCCCC1
 : 5.3%	27.7%	?	-21.5%	-11.0%	12.8%	1.2%	-3.6	4.3
CC(C)N1CCc2c(sc(NC(=O)c3ccc(S(=O)(=O)N4CCc5ccccc54)cc3)c2C(N)=O)C1
 : -0.7%	5.0%	?	?	-81.7%[inhibitor]	9.7%	?	-5.9	-27.2
Cc1ccccc1C(=O)NNC(=O)c1ccc2nc[nH]c2c1
 : 0.1%	11.4%	-0.2%	11.0%	i	-8.8%	1.3%	1.8	7.3
CC(=O)c1sc(NC(=O)c2ccccc2F)nc1-c1ccccc1
 : -3.8%	14.1%	-19.6%	?	-33.2%[inhibitor]	4.1%	-8.3%	-4.3	-11.4

# Reformatted field by field: part of the list above
> Cc1cc(=O)[nH]c(SCC(=O)Nc2ccc(S(=O)(=O)N3CCOCC3)cc2)n1
- aSyn rescue: -7.7%
- TDP43 rescue: -15.4%
- GLP1R inv ag: -1.1%
- KB-V1 MDR tox: 21.3%
- PTHR1 agonist: i
- GLP1R ag: -11.1%
- GLP1R cytotox: 2.0%
- DRD3 agonist: -6.7
- DRD3 antagonist: -22.3

> CN(C(=O)/C=C/c1ccc(F)cc1)C1CCCCC1
- aSyn rescue: 5.3%
- TDP43 rescue: 27.7%
- GLP1R inv ag: ?
- KB-V1 MDR tox: -21.5%
- PTHR1 agonist: -11.0%
- GLP1R ag: 12.8%
- GLP1R cytotox: 1.2%
- DRD3 agonist: -3.6
- DRD3 antagonist: 4.3

> CC(C)N1CCc2c(sc(NC(=O)c3ccc(S(=O)(=O)N4CCc5ccccc54)cc3)c2C(N)=O)C1
- aSyn rescue: -0.7%
- TDP43 rescue: 5.0%
- GLP1R inv ag: ?
- KB-V1 MDR tox: ?
- PTHR1 agonist: -81.7%[inhibitor]
- GLP1R ag: 9.7%
- GLP1R cytotox: ?
- DRD3 agonist: -5.9
- DRD3 antagonist: -27.2

# Next compounds follow.
# Sequence of screens – aSyn rescue	TDP43 rescue	GLP1R inv ag	KB-V1 MDR tox	PTHR1 agonist	GLP1R ag	GLP1R cytotox	DRD3 agonist	DRD3 antagonist
CCOc1ccc(-c2c(C(=O)N/N=C/c3ccc(OC(C)C)cc3)nnn2-c2nonc2N)cc1
 : 4.8%	?	-26.1%	?	i	-29.5%	-11.7%	-6.0	-18.1
O=C(Nc1cccc(-c2nc3ccccc3o2)c1)c1cccc2c(Cl)cccc12
 : -19.1%	3.0%	-5.2%	-12.7%	i	-1.9%	-12.4%	5.3	nt
CCCCOC(=O)c1cccnc1
 : -3.0%	-4.5%	-0.9%	-0.7%	-7.9%	-3.3%	-9.5%	3.5	4.4
CN(C)CCOc1nc(-c2ccccc2)nc2c1oc1ccccc12
 : 4.5%	-5.9%	?	?	-23.3%[57.5 µM]	-0.7%	?	-7.5	1.7
Cc1ccc(-c2nc(SCC(=O)NCC3CCCO3)c(-c3ccc(Cl)cc3)[nH]2)cc1 (stereo not given)
 : 0.2%	0.0%	?	3.8%	i	-5.2%	4.0%	-10.5	?
Cc1ccc(/C=N/NC(=O)c2cc(C)oc2C)o1
 : 6.2%	-9.5%	14.5%	0.0%	-5.6%[57.5 µM]	-12.5%	-2.6%	-4.2	-0.7
Cc1cc(NC(=O)COC(=O)c2cccc(OCc3ccccc3)c2)no1
 : 7.5%	-15.9%	-5.4%	4.9%	i	-7.5%	14.1%	24.7	-15.3
O=C(NCc1ccco1)C(NS(=O)(=O)c1cccc2nsnc12)c1ccccc1 (stereo not given)
 : 2.5%	13.9%	-8.6%	-16.2%	i	-0.8%	13.4%	-10.5	-11.3
CN(C)c1cccc(C(=O)N2CCCC(CCC(=O)NCc3ccccc3F)C2)c1 (stereo not given)
 : 1.1%	5.2%	?	-2.2%	i	10.7%	-25.3%	2.2	-2.7
O=C(NC1CC1)C1CCC(=O)N1C1CCCC1 (stereo not given)
 : -5.6%	-19.0%	7.8%	0.0%	-1.7%[57.5 µM]	-9.8%	9.9%	4.3	7.7
Cc1ccc(CSc2nnc(SCC(=O)N/N=C/c3ccc(C(=O)O)cc3)s2)cc1
 : 0.0%	-5.9%	?	6.6%	-29.0%	-2.1%	3.1%	2.1	11.4
CCC/C=C/c1ccc(CN2C(C(C)C)C(=O)N(Cc3cn(Cc4ccco4)nn3)CCS2(=O)=O)cc1 (stereo not given)
 : 29.5%	23.0%	?	-18.1%	-7.8%	-3.1%	-24.4%	0.4	1.6
CS(=O)(=O)c1ccc(Cl)c(NC(=O)COC(=O)CCN2C(=O)C3CC=CCC3C2=O)c1 (stereo not given)
 : 1.7%	10.3%	15.7%	0.0%	i	-2.1%	-44.9%	1.6	7.7
NNc1nc(-c2ccccc2)c2cc(Br)ccc2n1
 : -7.9%	?	118.4%[activator]	2.5%	4.8%	12.6%	-10.3%	-7.2	-3.2
Cc1ccc2nc(N3CCC(C(=O)O)CC3)nc(-c3ccccc3)c2c1
 : 12.0%	22.4µM*	72.0%[activator]	16.6%	-10.6%[57.5 µM]	6.3%	412.8%[activator]	-0.8	24.2
CCOC(=O)C1(CC2CC2)CCN(Cc2ccc(OC)cc2F)CC1
 : -8.7%	1.0%	?	?	-18.8%	11.2%	0.0%	-18.0	-68.4*
COc1ccc(/C=N/NC(=O)CSCC(=O)Nc2ccccc2)cc1OC
 : 2.0%	-28.1%	67.7%[activator]	-27.8%	-12.6%	5.0%	4.6%	-3.8	-15.5
COC(=O)c1ccc(C(=O)OC)c(NC(=O)COC(=O)CCOc2ccc(C)cc2)c1
 : 5.3%	2.2%	5.1%	3.2%	i	6.0%	6.4%	2.2	-62.3*
CCOCCCNCC(=O)Nc1ccc(OC(F)(F)F)cc1
 : -0.7%	2.6%	-11.6%	8.1%	i	-3.7%	8.1%	-5.0	-9.2
CC(C)(C)N(NC(=O)OCc1ccccc1)C(=O)c1ccccc1
 : 4.8%	5.1%	-7.1%	?	-24.3%	0.7%	22.1%	2.3	19.8
COc1ccccc1C(=O)NC(=O)COC(=O)CCOc1ccc(C)cc1
 : 0.3%	-14.4%	-1.2%	-8.6%	i	-3.6%	7.0%	-7.3	-13.7
O=[N+]([O-])c1ccc(-c2csc(N/N=C/c3cccnc3)n2)cc1
 : -1.7%	25.3%	-7.0%	-5.2%	-7.5%	-2.5%	-12.4%	-0.2	51.6
O=C(Cc1ccccc1)N/N=C/c1cccc([N+](=O)[O-])c1
 : 3.5%	-1.3%	83.1%[activator]	?	i	18.6%	7.7%	-0.1	-12.8
COCCN(C(=O)CSc1nc2ccc(C)cc2[nH]1)c1c(N)n(Cc2ccccc2)c(=O)[nH]c1=O
 : 6.1%	-7.3%[9.22 µM]	0.0%	5.7%	i	6.6%	-7.3%	4.4	-4.2
CC(=O)Nc1ccc(S(=O)(=O)NCC(=O)OCC(=O)NC(=O)C2CCCCC2)cc1
 : -9.5%	8.2%	17.2%	27.4%	i	10.0%	-13.9%	-4.3	-23.5
COc1ccc(CNC(=O)c2cc(-n3cnnc3)ccc2Cl)cc1
 : -1.8%	0.0%	0.0%	21.2%	i	-13.1%	21.8%	-6.3	87.4
CCOc1cc(N2CCOCC2)c(OCC)cc1NC(=O)c1ccccc1
 : -3.8%	23.2%	48.4%[activator]	?	i	8.7%	12.0%	4.1	-13.8
Fc1ccc(NC(=S)NCCc2ccccn2)cc1
 : -0.3%	?	-1.3%	-8.0%	-4.2%	8.1%	-4.4%	2.6	14.1
Cc1onc(-c2ccccc2Cl)c1C(=O)Nc1ccc(Cl)cn1
 : 14.6%	?	?	19.8%	-9.0%	3.7%	5.5%	-4.1	?

# An excerpt; the hit share may differ from the screen's.
